Assay outcomes deposited in PubChem by several laboratories.
IDE inh – cellular human IDE inhibition | P14735 | HEK cells, FAbetaB cleavage, fluorescence polarization | inhibition, % at 5.59 µM | 0.41% of 320,000 active;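 active means percent inhibition above the average of all tested compounds plus 3 SD, set per screening campaign, cut at about 16% in these data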;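 further: IDE supplied by intact live HEK cells; FP after avidin binding of uncleaved biotin substrate so inhibition keeps polarization high; 0% = DMSO wells and 100% = 60 µM reference IDE inhibitor Ii1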
GalR3 antagonist – blocks the human galanin receptor 3 | O60755 | HEK293 GalR3-CNG cAMP membrane potential fluorescence; galR3 body fused to GalR1 C-terminus | inhibition, % at 3 µM | 0.44% of 360,000 active | AID 651719;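 active means inhibition above the screen-wide average plus 3 SD, cut at about 13% in these data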;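 further: forskolin and galanin both at EC90 stimulate the cells; cAMP rise reported by CNG channel membrane potential dye signal; 0% = forskolin plus galanin with DMSO and 100% = forskolin alone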
IMP-1 inhibitor – blocks Pseudomonas aeruginosa IMP-1 metallo-beta-lactamase; purified IMP-1, nitrocefin hydrolysis, epi-absorbance fluorescence; inhibition, % at 5.6 µM; 0.45% of 290,000 active; AID 1556;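 active means inhibition above the mean plus 3 SD of all compounds in the same screening run, cut at about 4.5% in these data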;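 further: 0% = IMP-1 with DMSO and 100% = DMSO wells lacking enzyme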
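Assay system: purified IMP-1; Quantity: IMP-1 0.2 nM before substrate addition; Medium: HEPES buffer pH 7.1 with ZnSO4 and Brij 35; Incubation: 15 min enzyme–compound preincubation, then 25 min nitrocefin reaction, 25 °C; Signal: fluorescence quenching readout, ex 480/em 530 nm; Controls: DMSO with and without IMP-1; Repeats: singlicate testing.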
VIM-2 inhibitor – inhibitors of Pseudomonas aeruginosa VIM-2 metallo-beta-lactamase. 0.89% of 290,000 active. purified VIM-2, nitrocefin hydrolysis, epi-absorbance fluorescence. AID 1527. inhibition, % at 5.6 µM;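 active means inhibition above the mean of all tested compounds plus 3 SD, cutoff set per screening run, cut at about 7.5% in these data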;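 further: red hydrolysis product quenches plate fluorescence so inhibitors raise well fluorescence; 0% = enzyme with DMSO and 100% = DMSO without enzyme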
HCV NS3 hel inh – HCV NS3 helicase inhibition; NS3 helicase DNA unwinding, Cy5 molecular beacon fluorescence; inhibition, % at 10.9 µM; 0.56% of 290,000 active;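 active means inhibition above the mean of all tested compounds plus 3 SD, set per campaign, cut at about 35% in these data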;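 further: 0% = DMSO wells and 100% = thioflavine S control wells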
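Control set: DMSO versus 110 µM thioflavine S; Material: NS3 helicase fragment of HCV; Measured by: Cy5 fluorescence at 0 and 60 min, beacon hairpin quenching; Read-out basis: percent inhibition from t60/t0 fluorescence ratio; Times: reaction time 60 min, 25 °C; Repeats: single replicate; Compound dosing: single dose, 10.9 µM nominal final, DMSO 0.8% final.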
p-CIP stab down – p/CIP protein destabilization; F442A p/CIP-EGFP cells, EGFP fluorescence, 16 h; decrease of EGFP signal, % at 10 µM; 0.01% of 290,000 active; AID 1984;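 active means EGFP signal decrease of at least 30% at 10 µM or well 3 SD below plate mean, unless failing retest; inactive means the rest, including hits failing retest or dose response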; further: some compounds called inactive have numbers as strong as hits; many of its hits are not listed in these tables
Target sequence (Q05BA5 1-1403): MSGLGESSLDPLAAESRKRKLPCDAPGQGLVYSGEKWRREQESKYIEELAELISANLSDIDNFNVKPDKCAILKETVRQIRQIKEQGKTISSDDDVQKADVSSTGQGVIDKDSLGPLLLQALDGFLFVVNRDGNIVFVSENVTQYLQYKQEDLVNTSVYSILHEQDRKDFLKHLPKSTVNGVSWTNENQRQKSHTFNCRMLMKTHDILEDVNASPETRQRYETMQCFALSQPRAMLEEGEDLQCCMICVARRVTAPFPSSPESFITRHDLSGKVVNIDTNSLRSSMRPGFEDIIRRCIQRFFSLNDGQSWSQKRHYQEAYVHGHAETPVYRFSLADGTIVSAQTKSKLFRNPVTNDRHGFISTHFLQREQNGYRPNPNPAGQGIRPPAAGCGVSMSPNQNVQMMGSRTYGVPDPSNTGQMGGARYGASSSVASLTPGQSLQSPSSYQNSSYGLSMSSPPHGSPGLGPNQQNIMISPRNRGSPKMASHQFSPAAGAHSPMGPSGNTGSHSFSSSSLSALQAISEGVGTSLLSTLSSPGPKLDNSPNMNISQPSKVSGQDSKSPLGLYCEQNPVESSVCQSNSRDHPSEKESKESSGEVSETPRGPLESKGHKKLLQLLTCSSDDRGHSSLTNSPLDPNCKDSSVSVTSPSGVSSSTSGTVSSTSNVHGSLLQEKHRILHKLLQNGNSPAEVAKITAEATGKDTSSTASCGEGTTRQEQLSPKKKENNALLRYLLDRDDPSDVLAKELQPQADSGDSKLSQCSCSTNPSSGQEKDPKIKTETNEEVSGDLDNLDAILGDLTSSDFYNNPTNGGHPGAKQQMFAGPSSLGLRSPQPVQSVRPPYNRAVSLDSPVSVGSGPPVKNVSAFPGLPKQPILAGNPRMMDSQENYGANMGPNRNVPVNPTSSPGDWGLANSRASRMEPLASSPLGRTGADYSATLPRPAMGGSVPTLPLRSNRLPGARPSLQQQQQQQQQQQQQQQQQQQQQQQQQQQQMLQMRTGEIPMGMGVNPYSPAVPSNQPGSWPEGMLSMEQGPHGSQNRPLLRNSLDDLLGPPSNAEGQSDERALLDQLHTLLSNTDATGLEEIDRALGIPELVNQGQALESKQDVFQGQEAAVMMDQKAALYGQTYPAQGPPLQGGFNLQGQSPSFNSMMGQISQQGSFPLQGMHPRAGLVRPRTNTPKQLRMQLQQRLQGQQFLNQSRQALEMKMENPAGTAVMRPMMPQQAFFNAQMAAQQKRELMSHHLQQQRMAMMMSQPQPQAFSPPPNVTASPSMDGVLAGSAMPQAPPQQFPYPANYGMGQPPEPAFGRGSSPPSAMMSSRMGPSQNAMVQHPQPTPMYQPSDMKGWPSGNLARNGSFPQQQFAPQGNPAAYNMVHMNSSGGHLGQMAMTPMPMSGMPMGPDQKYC
CRFBP-R2 block – antagonists of CRF-binding protein/CRF-R2 receptor complex; HEK293 CRF-R2/CRF-BP, CRF-induced calcium fluorescence; inhibition, % at 11.8 µM; 0.59% of 350,000 active;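 active means inhibition of the ligand-induced calcium signal above about 50% at the single tested concentration, limit read from the data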
IDE cell activ – boosts human insulin-degrading enzyme activity in HEK cells | FAbeta-B cleavage, fluorescence polarization; 0% vehicle, 100% cell-free pure enzyme wells | activation, % at 5.96 µM | 0.073% of 340,000 active | AID 493087;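 active means activation above the mean of all tested compounds plus 3 SD, set per screening campaign, cut at about 17% in these data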
SUMO HTRF inh – blocks human SUMOylation mediated by UBC9. P63279. 0.36% of 290,000 active. AID 2006. HTRF SUMOylation assay, SAE1/SAE2 + UBC9, in vitro. inhibition, % at 35 µM; in the data active means inhibition above about 50%, passing the limit was not always enough; further: strong numbers were not always called active
Numbers without * were called inactive; · = not tested or not shown. Not a hit list. About 3.2% of those tested had a hit in this group.

No.	Molecule	SUMO HTRF inh	CRFBP-R2 block	HCV NS3 hel inh	p-CIP stab down	VIM-2 inhibitor
1	COC(=O)c1cc(S(=O)(=O)NCC2CCN(Cc3ccc(Cl)cc3)CC2)c[nH]1	8	2	-14	9	-4.8
2	CC(NC(=O)CSc1nc(=O)cc(N)n1-c1ccccc1)c1ccccc1 (stereo not drawn)	-13	26	1	-7	-4.0
3	C[C@H]1C=C(C(=O)O)O[C@@H](OCc2ccc(CO)cc2)C1	·	34	·	·	·
4	COc1ccc(/C=C/C(=O)OCC(=O)N2CCCCCC2)cc1OC	·	3	·	·	·
5	O=C(Nc1ccc2c(c1)C(=O)N(c1ccccc1)C2=O)c1cccs1	37	-3	1	-12	-2.4
6	COC(=O)c1ccccc1OC(=O)c1ccc(Br)o1	-2	23	-1	6	-3.8
7	O=C(COC(=O)c1ccc(F)cc1F)NC1CC1	12	10	-9	-19	-2.1
8	COc1ccc(-c2nc3cc([N+](=O)[O-])ccc3o2)cc1OC	0	-4	-6	-20	-2.5

No.	IMP-1 inhibitor	IDE cell activ	GalR3 antagonist	IDE inh
1	-0.6	8	-8	1
2	-2.1	6	-2	9
3	·	3	0	4
4	·	2	-1	-2
5	-2.6	-2	2	7
6	-4.0	-5	-1	-6
7	-1.6	4	-5	0
8	-2.8	7	-2	6

(continued)
No.	Molecule	SUMO HTRF inh	CRFBP-R2 block	HCV NS3 hel inh	p-CIP stab down	VIM-2 inhibitor
9	CCN(CC)c1ccc(/C=N/N2CCN(Cc3cccc4ccccc34)CC2)c(O)c1	-11	5	-5	-7	-1.6
10	Cc1cccn2c(=O)c(/C=C(\C#N)C(=O)NC3CCS(=O)(=O)C3)c(Oc3ccccc3Cl)nc12 (stereo not drawn)	25	5	-7	-3	2.9
11	O=C(O)[C@H]1CCCC[C@H]1C(=O)Nc1ccc(S(=O)(=O)N2CCOCC2)cc1	10	-12	-2	-12	0.1
12	Cc1cc(CNC(=O)Cc2c(F)cccc2Cl)nn1C	23	-3	1	-22	-1.5
13	CCN(CC)C(=O)CSc1nc(O)cc(=O)n1-c1ccccc1OC	-5	-11	11	0	-2.0
14	CCCn1c(=O)c2ccccc2n2c(SCC(=O)/C(C#N)=C(\C)N)nnc12	16	9	9	-11	-1.3
15	CC(C)c1ccc(NC(=O)c2ccc(NC3=NC4CS(=O)(=O)CC4S3)cc2)cc1 (stereo not drawn)	-7	34	26	-3	-2.6
16	Cc1ccsc1CN(C)C(=O)CCc1nnc(COc2ccccc2)o1	16	6	-9	-11	-5.2

No.	IMP-1 inhibitor	IDE cell activ	GalR3 antagonist	IDE inh
9	-2.9	-2	-6	-3
10	-1.5	2	-7	2
11	-2.1	-3	-8	7
12	-0.8	-5	·	3
13	-0.2	4	·	-4
14	1.3	-1	-5	6
15	-3.2	-8	·	8
16	-1.3	1	-4	2

Carrying on.
No.	Molecule	SUMO HTRF inh	CRFBP-R2 block	HCV NS3 hel inh	p-CIP stab down	VIM-2 inhibitor
17	CCOC(=O)N1CCN(C(=O)C(NS(=O)(=O)c2cccc3nsnc23)c2ccccc2)CC1 (stereo not drawn)	-11	6	-2	-4	-1.5
18	COc1ccc(CN2C(=O)c3cccnc3C2=O)cc1S(=O)(=O)N1CCOc2ccc(C)cc21	9	-6	-7	-7	0.5
19	Cc1ccc(C(=O)N2CCC(C(=O)NC3CCCC3)CC2)cc1	17	-4	0	-10	0.6
20	COc1ccc(Cn2cnc3c([N+](=O)[O-])c(C)c(C)cc32)cc1	-7	-13	-8	-6	-2.4
21	O=C(CNS(=O)(=O)c1ccccc1)OCC(=O)c1ccc(OC(=O)c2ccccc2)cc1	-8	25	-5	-5	-0.3
22	CCC(=O)N1CCc2cc(OC)c(OC)cc2C1COc1ccccc1OC (stereo not drawn)	18	6	2	-10	3.1
23	Cc1ccccc1OCc1nc2ccccc2c(=O)n1N	13	0	-4	-12	-3.4
24	Cc1ccc(C(=O)N/N=C\c2ccc3c(c2)OCO3)cn1	1	0	14	0	-3.1

No.	IMP-1 inhibitor	IDE cell activ	GalR3 antagonist	IDE inh
17	-3.3	-1	-2	4
18	-0.1	3	-6	4
19	0.1	5	-4	1
20	-2.8	0	-3	2
21	-3.6	1	-7	1
22	-0.6	6	-5	·
23	-1.0	4	-1	-6
24	-2.2	6	-9	2

Complete entries, quoted from the list. Order of screens: SUMO HTRF inh, CRFBP-R2 block, HCV NS3 hel inh, p-CIP stab down, VIM-2 inhibitor, IMP-1 inhibitor, IDE cell activ, GalR3 antagonist, IDE inh
CC(C)c1ccc(NC(=O)c2ccc(NC3=NC4CS(=O)(=O)CC4S3)cc2)cc1 (stereo not drawn) is entered as -7, 34, 26, -3, -2.6, -3.2, -8, ·, 8
Cc1ccccc1OCc1nc2ccccc2c(=O)n1N is entered as 13, 0, -4, -12, -3.4, -1.0, 4, -1, -6
CCN(CC)c1ccc(/C=N/N2CCN(Cc3cccc4ccccc34)CC2)c(O)c1 is entered as -11, 5, -5, -7, -1.6, -2.9, -2, -6, -3

Further results
No.	Molecule	SUMO HTRF inh	CRFBP-R2 block	HCV NS3 hel inh	p-CIP stab down	VIM-2 inhibitor
25	CC(C)CC(=O)Nc1nc2ccc(S(=O)(=O)N3CCOCC3)cc2s1	26	-1	2	-6	-0.6
26	Cc1noc(C)c1COc1ccc(C(=O)Nc2ccccc2)cc1	-7	6	9	-4	-3.7
27	COC(=O)c1ccc(NC(=O)Nc2ccccc2F)cc1	8	-37	-13	-8	-3.4
28	O=C(CC12CC3CC(CC(C3)C1)C2)NC(=S)Nc1ccc(CN2CCOCC2)cc1	-1	-18	-3	-9	-2.8
29	Cc1nc2ccccc2c(=O)n1NC(=O)c1ccc(Cl)cc1	4	-7	4	-15	-2.3
30	COC(=O)c1ccc(CSc2nnc3sc4ccccc4n23)o1	8	-2	-8	6	-2.0
31	COc1ccccc1N1CCN(CCCCCCOc2ccc(F)cc2)CC1	8	-10	-36	1	-1.3
32	CC(=O)OC(C(=O)NCc1ccco1)c1cccnc1 (stereo not drawn)	16	2	5	-4	1.7

No.	IMP-1 inhibitor	IDE cell activ	GalR3 antagonist	IDE inh
25	-1.2	3	-3	3
26	-1.3	5	-6	-2
27	-2.4	0	-8	6
28	-1.9	6	-1	-2
29	-2.9	4	-8	3
30	-2.7	4	3	0
31	-0.3	1	-8	5
32	-0.7	1	-4	-1

Next section
No.	Molecule	SUMO HTRF inh	CRFBP-R2 block	HCV NS3 hel inh	p-CIP stab down	VIM-2 inhibitor
33	CCOc1ccc(Oc2cc(C)nc(SC)n2)nn1	10	3	6	4	0.6
34	Cc1c(C(=O)NCc2ccc3c(c2)OCO3)sc2nc(-c3ccccc3)cn12	-19	24	11	-19	0.5
35	CC(C)(C)NC(=O)CN(C(=O)CSc1nnc(COc2ccccc2)o1)c1cccc(F)c1	12	-8	-2	0	0.3
36	COc1ccc(CCNC(=O)c2sc(=S)n(C)c2N)cc1	-21	15	10	-4	-2.9
37	Cc1cc(NC(=O)Nc2cc(Cl)sc2Cl)no1	11	-40	-19	-4	1.9
38	O=C(CC1CCCCC1)NCc1ccc(Cl)cc1	-3	11	-16	6	0.8
39	C/C=C/C=N/NC(=O)CN(c1ccc(Br)cc1)S(=O)(=O)c1ccccc1	-7	6	-12	1	-2.8
40	CCCCOc1ccc(C(=O)NCC(=O)N2CC=C(c3ccccc3)CC2)cc1	·	3	·	·	·

No.	IMP-1 inhibitor	IDE cell activ	GalR3 antagonist	IDE inh
33	-1.7	6	-2	4
34	-4.6	-15	·	1
35	-0.3	6	-6	-2
36	-2.1	-2	-4	2
37	-0.3	-2	-8	-1
38	0.3	1	-7	-2
39	-3.8	-1	-11	5
40	·	-8	-1	12

(cont.)
No.	Molecule	SUMO HTRF inh	CRFBP-R2 block	HCV NS3 hel inh	p-CIP stab down	VIM-2 inhibitor
41	Cc1cc(C)nc(SCC(N)=O)n1	-1	-9	26	15	-0.4
42	CN1CCN(C(=O)c2ccccc2NC(=O)c2ccc(C(C)(C)C)cc2)CC1	-8	-8	-5	5	-0.1
43	CC1(C)CC(=O)c2cnc(NC3CC3)nc2C1	14	5	3	-10	-1.5
44	COc1ccc(Cl)cc1CSc1n[nH]c(C)n1	19	-8	0	-3	-0.8
45	C=CCNc1nc(SCC=C)nc2ccsc12	21	-6	8	-4	2.8
46	C/C(=N\OC(=O)c1ccc(Cl)cc1)c1sc(-c2ccccc2)nc1C	6	1	-1	2	-0.8
47	O=Cc1c(N2CCCCCC2)nc2ccccn2c1=O	16	-10	-6	4	-3.1
48	CCOc1ccc(N(CC(=O)NCc2ccco2)S(=O)(=O)c2ccc(OC)c(OC)c2)cc1	-4	-5	9	-10	-1.6

No.	IMP-1 inhibitor	IDE cell activ	GalR3 antagonist	IDE inh
41	0.3	5	-3	-1
42	-1.5	6	-3	-3
43	0.3	3	-8	-1
44	-3.2	4	-5	2
45	-1.1	0	-5	2
46	-1.5	5	0	-1
47	0.2	7	-6	2
48	-2.9	13	-6	-1

An excerpt from above, reduced to IDE cell activ, SUMO HTRF inh and CRFBP-R2 block.
no. | smiles | IDE cell activ | SUMO HTRF inh | CRFBP-R2 block
43 | CC1(C)CC(=O)c2cnc(NC3CC3)nc2C1 | 3 | 14 | 5
44 | COc1ccc(Cl)cc1CSc1n[nH]c(C)n1 | 4 | 19 | -8

Additional records.
No.	Molecule	SUMO HTRF inh	CRFBP-R2 block	HCV NS3 hel inh	p-CIP stab down	VIM-2 inhibitor
49	CC(C)Oc1ccc(CN2CCCC(CO)(Cc3ccc(F)cc3)C2)cc1 (stereo not drawn)	2	-7	-24	-14	-1.1
50	CCC(=O)N1CCC(C(N)=O)(N2CCCCC2)CC1	2	-3	-2	5	1.1
51	C=CCOC(=O)C1=C[C@H](c2csc3ccccc23)C[C@H](OCc2ccc(CO)cc2)O1	·	9	·	·	·
52	CCC1(C)NC(=O)N(CC(=O)Nc2cc(C)on2)C1=O (stereo not drawn)	·	1	·	·	·
53	Cn1c(=O)c(Nc2ccc(O)cc2)c2c3c(cccc31)C(=O)c1ccccc1-2	51	3	12	-24	4.4

No.	IMP-1 inhibitor	IDE cell activ	GalR3 antagonist	IDE inh
49	-1.0	-1	-10	-4
50	-3.4	3	0	-3
51	·	2	-3	-2
52	·	-3	-2	-1
53	-1.0	11	3	1
